GPR55 beta-arrestin: GPR55 agonists via beta-arrestin recruitment, primary screen, imaging, U2OS cells, beta-arrestin-GFP redistribution (AID 1961) | G-protein coupled receptor 55 (Homo sapiens) | hit rate 0.048% among 290,000 | U2OS GPR55 beta-arrestin-GFP redistribution imaging; higher % means a stronger effect | activation, % at 10 µM; hits with a dose series show EC50 in µM;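 active = activation above 40% with more than 50 cells counted in the well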;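 also: U2OS osteosarcoma cells stably expressing GPR55 and beta-arrestin-GFP; plate controls were DMSO negative control for no effect and LPI positive control for full effect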
TNAP activators: human TNAP enzyme activators, primary screen, biochemical, luminescent, no phosphate acceptor, uHTS (AID 1001). Alkaline phosphatase, tissue-nonspecific isozyme (Homo sapiens). purified TNAP, luminescent activation assay, no phosphate acceptor; higher activation fold means a stronger effect. activation fold at 20 µM, or EC50 in µM where a hit was titrated. hit rate 0.03% among 200,000; in the data active = activation fold from about 3, or a potency from the dose series; inactive = the rest, 99 in 100 with activation fold below about 1.6; also: many of its hits are not listed in these tables
Yfh1-depleted yeast: enhancers of respiration in Yfh1-depleted yeast, dose response, Friedreich's ataxia, plus single-dose screen (AID 1465); S. cerevisiae Yfh1-off respiration, WST-1 reduction, 72 h; higher fold induction means a stronger effect; fold induction at 50 µM; hits with a dose series show EC50 in µM; hit rate 0.074% among 220,000;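 active = fold induction of absorbance versus untreated yeast above a set limit, then at least 30% activation at any dose in follow-up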;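 also: activators that raise dye reduction in frataxin-depleted yeast; strong numbers were not always called active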
NOD2 inhibition: NOD2 signaling inhibitors, cell-based, luminescence, uHTS, HEK293 (AID 1566); inhibition, % at 4 µM; hits with a dose series show EC50 in µM; HEK293 NOD2/NF-kB luciferase reporter, luminescence; higher % means a stronger effect; hit rate 0.63% among 290,000; also: many of its hits are not listed in these tables
KOR beta-arrestin-1: KOR antagonists, beta-arrestin recruitment, cell-based, luminescence, uHTS (AID 1778). Kappa-type opioid receptor (Homo sapiens). KOR beta-arrestin recruitment, luminescence, antagonist mode; higher % means a stronger effect. inhibition, % at 10 µM, or IC50 in µM where a hit was titrated. hit rate 0.091% among 290,000; also: strong numbers were not always called active
ER stress rescue: rescue of cells from ER stress-induced death, primary screen, 384-well, CSM14.1, thapsigargin, ATP luminescence (AID 1222). CSM14.1 thapsigargin-induced death rescue, ATP luminescence; higher % means a stronger effect. one-dose cellular ATP content (survival), % at 20 µM; EC50 in µM for titrated hits. 190,000 tested, under 10 active;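 active = EC50 below 50 µM in the dose-response confirmation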;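 also: death triggered by thapsigargin at about 15 µM added after 2 h compound pretreatment; cell ATP read after overnight thapsigargin exposure of roughly 18 to 22 hours; normalized against plate controls of thapsigargin alone and 5% DMSO vehicle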
KOR beta-arrestin-2: KOR agonists, beta-arrestin recruitment, primary screen, cell-based, luminescence, uHTS (AID 1777); hit rate 0.02% among 280,000; activation, % at 10 µM; hits with a dose series show EC50 in µM; Kappa-type opioid receptor (Homo sapiens); KOR beta-arrestin recruitment, luminescence; higher % means a stronger effect; in the data active = activation above about 50%, passing the limit was not always enough; also: a part of the inactive calls stands beside numbers as strong as those of hits
NTR1 ag: agonists of NTR1, primary screen, imaging, U2OS cells, beta-arrestin-GFP, high content (AID 493036) | NTR1-U2OS beta-arrestin-GFP spot imaging, agonist mode | activation, % at 20 µM | hit rate 0.17% among 330,000;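 active = activation at or above 40% of the spot to cytoplasm intensity ratio, with at least 20 cells analyzed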;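 also: 0% = DMSO without peptide and 100% = 100 nM NTR1 peptide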
Target sequence (P30989 whole entry, looked up): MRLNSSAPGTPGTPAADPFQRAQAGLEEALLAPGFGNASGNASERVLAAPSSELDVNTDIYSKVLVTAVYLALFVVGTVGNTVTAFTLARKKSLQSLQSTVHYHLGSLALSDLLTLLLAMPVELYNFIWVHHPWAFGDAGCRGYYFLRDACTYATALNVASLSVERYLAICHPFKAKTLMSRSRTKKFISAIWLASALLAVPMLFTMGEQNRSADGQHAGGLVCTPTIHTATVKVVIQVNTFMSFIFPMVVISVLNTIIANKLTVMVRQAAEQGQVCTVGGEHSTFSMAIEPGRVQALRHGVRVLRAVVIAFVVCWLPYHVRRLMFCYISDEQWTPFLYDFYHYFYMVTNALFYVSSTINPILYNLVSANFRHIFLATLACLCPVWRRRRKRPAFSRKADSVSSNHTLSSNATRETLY
NOD1 NF-kB reporter: NOD1 signaling inhibitors, primary screen, cell-based, luminescence, uHTS (AID 1578); NOD1-driven NF-kB luciferase reporter cells, luminescence; higher % means a stronger effect; inhibition, % at 4 µM; hits with a dose series show EC50 in µM; hit rate 1% among 290,000; in the data active = inhibition mostly above about 36%, no sharp cut-off; inactive = mostly below about 34%;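 also: HEK-293T reporter cells stimulated with the NOD1 agonist gamma-tri-DAP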
NTR1 ag cell count 20 µM: further read-out of NTR1 ag, marked with its call; cell count; measured here: cell count, cytotoxicity flag
* hit, by the source's call; i = inactive; . = no result given; [ ] = dose if it differs, or a comment. Rule as the data show it, unless noted: active = inhibition above about 50%; inactive = the rest.

SMILES	GPR55 beta-arrestin	TNAP activators	Yfh1-depleted yeast	NOD2 inhibition	KOR beta-arrestin-1	ER stress rescue	KOR beta-arrestin-2	NTR1 ag	NTR1 ag cell count 20 µM	NOD1 NF-kB reporter
Cc1cccc(-c2nc(CS(=O)CC(=O)NC3CCCC3)c(C)o2)c1 (configuration not stated)	-0.1%	1.1	i	15%	-25%	-0.9%	1.5%	.	.	-7%
COc1ccc(Cl)cc1NC(=O)COC(=O)CCCN1C(=O)c2ccccc2C1=O	-0.3%	1	i	4%	-10%	-1.0%	-4.4%	0.3	65	-27%
CCS(=O)(=O)N1CCC(C(=O)NCCCOC)CC1	-0.1%	1.1	i	16%	16%	-1.1%	-2.9%	-1.3	41	16%
CCOc1ccc(NC2c3ccccc3C(=O)N2Cc2ccco2)cc1 (configuration not stated)	-0.1%	1	i	-5%	-51%	.	-0.1%	1.2	90	22%
Cc1ccc(NC(=O)Cn2cnc3cc([N+](=O)[O-])ccc3c2=O)cc1	-0.1%	.	i	23%	27%	.	-1.7%	1.4	65	-6%
O=C(NCc1ccccc1)c1cccc(S(=O)(=O)NCc2ccccc2)c1	0.6%	0.9	i	8%	16%	-1.4%	5.8%	-0.8	64	-10%
O=C(CN1CCN(CC(=O)Nc2ccccc2F)CC1)Nc1cccc(F)c1	0.5%	.	.	-13%	-2%	.	3.6%	0.2	95	-14%
CCCCOc1ccc(C(=O)N/C(=C/C=C/c2ccccc2)C(=O)NCCCO)cc1	0.0%	1.3	i	12%	3%	-1.8%	0.4%	-0.7	93	0%
CSc1ncccc1C(=O)NCc1ccccc1Cl	-0.1%	.	.	-1%	17%	.	-0.7%	1.3	44	-6%
COc1ccc(N/C=C/C(=C(C#N)C#N)N(C)C)cc1	0.7%	1.1	i	-4%	-17%	0.0%	-1.1%	2.1	47	-30%
CCCc1ccc(C(=O)CCC(=O)NNC(=O)c2ccncc2)cc1	-0.1%	.	.	-1%	-9%	.	8.9%	0.6	55	-33%
COc1ccccc1C(=O)N1CCN(c2cccc(Cl)c2)CC1	0.4%	1.1	i	3%	-33%	-2.3%	2.6%	0.0	59	34%
CC(=O)c1ccc(N(C(=O)CNC(=O)c2ccco2)C(C(=O)NC2CCCC2)c2ccncc2)cc1 (configuration not stated)	0.0%	.	.	-71%	-2%	.	-3.0%	1.8	44	-19%
COCc1cc(=O)n2[nH]c(C)cc2n1	-0.1%	1.1	i	13%	4%	-1.5%	5.3%	-1.9	27	-1%
O=C(COC(=O)c1ccc2c(c1Cl)C(=O)c1ccccc1C2=O)NC1CCCCC1	1.0%	1.1	i	8%	.	-1.0%	5.6%	7.3	92	-30%
O=C(Cn1cnc([N+](=O)[O-])n1)N/N=C/c1ccccc1O	0.3%	1.3	i	12%	-3%	2.1%	0.6%	0.4	46	15%
COc1ccc(/C=C2\SC(=S)N(Cc3cccnc3)C2=O)cc1C	0.0%	1	i	7%	-4%	3.1%	2.8%	0.4	30	-7%
CCOc1ccc(C(CC(=O)O)NC(=O)Cc2ccc(Cl)cc2)cc1 (configuration not stated)	0.0%	.	.	0%	14%	.	-4.0%	-0.6	55	-3%
CCN(c1ccc(OC)cc1)S(=O)(=O)c1ccc(-c2ccc(=O)[nH]n2)o1	-0.1%	.	.	21%	3%	.	-5.0%	-0.1	59	-6%
CC(C)C1Oc2ccccc2N(CC(=O)N(Cc2ccccn2)C2CC2)C1=O (configuration not stated)	0.3%	1	i	1%	-4%	-1.8%	-7.8%	-0.1	104	-31%
COc1ccc2[nH]c(=O)c(CN(C(=O)c3ccncc3)C(C)(C)C)cc2c1	0.3%	1.1	i	-30%	-17%	-0.4%	-6.1%	-1.3	45	8%
CCCC(c1nnnn1C1CCCC1)N1CCN(C(=O)c2ccco2)CC1 (configuration not stated)	0.3%	1.1	i	8%	0%	-1.8%	-0.7%	0.2	39	7%
O=C(NCc1ccco1)C1CC(=O)N(CCc2ccccc2)C1 (configuration not stated)	0.0%	1.2	i	9%	-16%	-1.8%	3.4%	0.0	45	-4%
CCOC(=O)CN(c1ccccn1)S(=O)(=O)c1ccccc1	0.0%	1.1	i	6%	32%	-1.3%	-0.9%	-1.4	66	-3%
COc1ccccc1NC(=O)/C(C#N)=C/C=C/c1ccco1	0.0%	1.1	i	-23%	-118%	-2.7%	-4.1%	-1.5	74	-6%
Cc1cc2c(c(=O)n1CCN(C)C)C(c1ccncc1)C(C#N)=C(N)O2 (configuration not stated)	-0.1%	1.1	i	-20%	-18%	.	-0.4%	-2.0	77	-26%
O=C1CN(C(=O)c2cc3ccccc3oc2=O)C(c2ccc(F)cc2)c2cc(Br)ccc2N1 (configuration not stated)	-0.3%	1	.	8%	-23%	0.1%	2.8%	-0.6	94	-20%
COC(=O)Cn1cc(C#N)c2ccccc21	-0.2%	1	i	2%	0%	-2.4%	-4.1%	-1.9	35	-17%
Cc1ccc(NC(=O)C2CCN(S(=O)(=O)c3ccc4c(c3)NC(=O)CO4)CC2)cc1C	-0.4%	.	.	12%	-6%	.	2.2%	1.7	56	-22%
O=C(Nc1nc2c(F)cc(F)cc2s1)c1ccccn1	0.2%	1.9	i	38%	8.2µM*	5.4%	-10%	3.0	61	71%*
CCCC(=O)N1CC(=O)Nc2ccc(F)cc2C1c1ccccc1 (configuration not stated)	-0.1%	1.1	i	7%	10%	-1.0%	-2.3%	-1.8	74	-19%
CCOC(=O)C1C(=O)NCC1c1ccccc1 (configuration not stated)	-0.1%	1.1	i	1%	-2%	0.1%	-2.5%	-0.4	41	10%
O=C(O)c1ccc(-c2ccc(O)c(F)c2)cc1	-0.3%	1.1	i	-13%	-3%	-2.6%	-2.5%	-0.5	55	-17%
O=C(CN1N=C(c2ccc(Cl)cc2)CCC1=O)NCc1cccs1	0.1%	1.1	i	-6%	-31%	-1.8%	0.5%	2.0	47	-56%
O=C(CSc1nnc2ccccn12)NC(=O)NC1CCCC1	-0.3%	1.2	i	-3%	15%	-2.8%	-2.0%	0.5	39	-32%
Cc1nnc(SCC(=O)NCc2ccccc2Cl)n(N)c1=O	-0.2%	1	i	14%	15%	-3.4%	-0.4%	0.5	72	-1%
Cc1cc(C)n2c(SCC(=O)NC3CCCC(C)C3C)nnc2n1 (configuration not stated)	-0.2%	1	i	-5%	22%	-1.3%	-4.3%	-0.4	35	-24%
O=C(O/N=C\c1ccc(N2CCOCC2)c([N+](=O)[O-])c1)c1ccc(F)cc1	-0.1%	1	.	16%	17%	-1.2%	0.8%	3.8	43	12%
Cc1cc(C)n2cc(CSc3nc4ccccc4s3)nc2n1	-0.3%	1.1	i	-66%	29%	4.7%	-3.7%	-0.6	74	-35%
CC(C)(C)c1nc2ccc(NS(=O)(=O)c3ccc(F)c(F)c3F)cc2[nH]1	-0.2%	.	.	-3%	-3%	.	0.3%	-1.5	59	-40%
CCOc1ccccc1NC(=O)C(=O)NCCC1=CCCCC1	0.0%	1.1	i	16%	-25%[20 µM]	2.0%	-5.2%	9.0	48	-8%
CCOc1ccc(C2c3c(oc4ccccc4c3=O)C(=O)N2CCCN2CCOCC2)cc1 (configuration not stated)	0.2%	1	i	16%	9%	-1.2%	3.3%	-1.3	40	-15%
CCOc1ccc(-c2[nH]ncc2Oc2cccc(OC)c2)c(O)c1	-0.2%	1.1	i	10%	20%	-1.4%	6.3%	32	35	11%
CC1=NN(C(=O)c2c(Br)c(C)nn2C)C(O)(C(F)(F)F)C1 (configuration not stated)	0.2%	1	i	-1%	10%	-1.4%	-2.0%	-0.8	63	12%
Cc1ccc(Nc2nc(N)c([N+](=O)[O-])c(NCc3ccco3)n2)cc1C	0.2%	1.1	i	10%	-66%	1.1%	4.3%	12	66	-29%
CCc1cccc(C)c1NC(=O)C1CCCN1C(=O)NCc1ccccc1 (configuration not stated)	-0.1%	.	.	7%	-16%	.	1.7%	-1.3	50	-36%
COc1ccc(N(CC(=O)NC2CCCC2)C(=O)Cn2nnc(-c3ccc(C)cc3)n2)cc1	-0.4%	1.1	i	7%	14%	-0.9%	-3.9%	-0.5	78	-32%
CCCc1cc(C(=O)NC(C)C2CCCO2)cs1 (configuration not stated)	0.0%	.	.	7%	8%	.	-2.8%	-0.2	76	-23%
[O-]/C(=C(\C(=S)Nc1cccc2ccccc12)[n+]1ccccc1)c1cccs1	0.8%	1	i	11%	-47%[20 µM]	2.5%	-0.5%	2.0	63	-13%
COC(CNC(=O)c1cc(S(=O)(=O)N2CCc3ccccc32)ccc1F)OC	0.3%	.	.	11%	17%	.	-1.1%	0.8	94	-2%
COc1cc2c(cc1OC)C(c1ccsc1)CC(=O)N2 (configuration not stated)	0.3%	1	i	-8%	43%	4.2%	0.0%	0.0	43	-12%
O=C(c1cc(-c2ccc(O)cc2)on1)N1CCOCC1	-0.3%	.	.	-34%	-3%	.	-4.7%	-0.1	56	-11%
Cn1c(=O)c2[nH]c(Nc3ccccc3)nc2n(C)c1=O	-0.5%	1	i	25%	-17%	-0.5%	-2.1%	2.2	60	21%
C/C(=C/Cc1c(O)cc2oc(C)cc(=O)c2c1O)COC1OC(CO)C(O)C(O)C1O (configuration not stated)	-0.3%	1.1	i	1%	-18%	-5.2%	-0.9%	-6.6	79	-47%
Cc1noc(C)c1C(=O)N1CCN(CCc2ccccc2)CC1	-0.1%	1.1	i	14%	-19%	.	0.8%	-0.5	84	8%
CCOc1ccc(Nc2nc(N)nc(CSC(=S)N3CCOCC3)n2)cc1	-0.1%	.	i	-31%	-32%	.	2.1%	0.8	50	-3%
CCCc1nc2oc3c(N4CCNCC4)ncnc3c2c2c1CCCC2	0.2%	1	.	2%	14%	-4.7%	-1.2%	.	.	23%

By substructure, those above with a COOH group.
SMILES	GPR55 beta-arrestin	TNAP activators	Yfh1-depleted yeast	NOD2 inhibition	KOR beta-arrestin-1	ER stress rescue	KOR beta-arrestin-2	NTR1 ag	NTR1 ag cell count 20 µM	NOD1 NF-kB reporter
CCOc1ccc(C(CC(=O)O)NC(=O)Cc2ccc(Cl)cc2)cc1 (configuration not stated)	0.0%	.	.	0%	14%	.	-4.0%	-0.6	55	-3%
O=C(O)c1ccc(-c2ccc(O)c(F)c2)cc1	-0.3%	1.1	i	-13%	-3%	-2.6%	-2.5%	-0.5	55	-17%

This is a subset; count on the stated rates, not on these rows.
